Growth percent in the NCI-60 one-dose screen (48 h, 10 µM unless noted): 100 = growth as untreated, 0 = no growth, -100 = all killed.
HL-60(TB) = HL-60(TB) leukemia cells; 78,000 compounds, 9% hits; AID 1794776; active = growth percent below 10
* marks the source's active call; other numbers are inactive results; & = joins results of further samples; [ ] = dose if it differs, or a comment. The list is partial; the hit share may differ from the screen's.

SMILES	HL-60(TB)
O=C(/C=C/C(=O)Oc1ccccc1Cl)Oc1ccccc1Cl	69.7
O=c1cc(-c2ccc(O)cc2)oc2c(O)c(O)c(O)c(O)c12	79.3
CC1=[N+](C)c2ccccc2C1(C)C	99.8
CCCCC1COc2cccc3c(SCC(=O)N(C)c4ccccc4OC(F)(F)F)cc[n+]1c23 (configuration not stated)	99.4
COc1cc2nc(Cl)nc(Nc3cccc(C4=NN(C=O)C(c5cc(OC)c(OC)c(OC)c5)C4)c3)c2cc1OC (configuration not stated)	100.0
O=C(c1ccc2ccccc2c1O)N1CCCCC1	96.8
Cc1c(F)cc(C(N)=O)cc1NCC(=O)Nc1ccc([N+](=O)[O-])cc1	132.5
CC(=O)OCCSCCOC(C)=O	99.9
Cc1onc(-c2ccccc2)c1-c1ccc(S(N)(=O)=O)cc1	109.6
O=c1ccc2nc(C(F)(F)F)nn(-c3ccccc3)c-2c1	-36.6*
CCn1cnc(C[C@H](NC(=O)[C@@H](NC(=O)Nc2cc(C(F)(F)F)cc(C(F)(F)F)c2)C(C)(C)C)C(=O)OC)c1	-71.5*[100 µM]
CSC(=O)/C(CCC=C(C)C)=C1\[C@@H](OC(C)=O)C[C@@]2(C)[C@H]1CC(=O)[C@H]1[C@@]3(C)CCC(=O)[C@@H](C)[C@@H]3CC[C@@]12C	102.6
CCCCOc1nc2ccc(OC)cc2cc1-c1cc(-c2ccc(Cl)cc2)nc(-c2ccc(Cl)cc2)c1	102.6
CN1C/C=C\CCOc2cccc(c2)-c2ccnc(n2)Nc2cccc(c2)C1	-51.9*
O=C(/C=C/c1ccccc1)C1CC1	139.0
Oc1ccc(C(Cc2ccccc2)NCc2ccccc2)c(O)c1 (configuration not stated)	96.6
N#Cc1c(-c2ccccc2)nc(SCCC(=O)N2CCN(c3ccccc3)CC2)[nH]c1=O	52.6
C=COCCCOc1ccccc1	105.9
CC1(C)CC[C@]23CC[C@]4(C)[C@H](CC[C@@H]5[C@@]6(C)C/C(=C\O)C(=O)C(C)(C)[C@@H]6CC[C@]54C)[C@H]2[C@H]1OC3=O	113.7
CN(C)CCC(=O)c1ccccc1	99.8
Cc1cn(-c2cc(NC(=O)c3ccc(C)c(-n4cc(-c5cnc6cccnn56)nn4)c3)cc(C(F)(F)F)c2)cn1	24.9
C[C@]12CC[C@@H]3c4ccc(O)cc4CC[C@H]3[C@@H]1C[C@H](O)[C@@H]2O	111.6
C#Cc1cccc(Nc2ncnc3cc(OCCOC)c(OCCOC)cc23)c1	49.2
O=c1cc(N2CCNCC2)oc2c(-c3ccc4c(c3)OCCO4)csc12	89.1
CCCCCCCCCCCCCCCCOc1ccc(C(=O)NN)cc1N	72.5
CCC1=C[C@@H]2CN(C1)Cc1c([nH]c3ccccc13)[C@@](C(=O)OC)(c1cc3c(cc1OC)N(C=O)[C@H]1[C@@](O)(C(=O)OC)[C@H](OC(C)=O)[C@]4(CC)[C@@H]5C[C@@H]5CN5CC[C@]31[C@@H]54)C2	-19.4*
O=c1c2cc(F)ccc2sc2c(-n3cccn3)nc3ccccc3c12	103.1
COc1ccc(-c2nc3ccccn3c2N)cc1	99.4
O=C(n1ccc2cc(OS(=O)(=O)c3ccc(F)cc3)ccc21)C12CC3CC(CC(C3)C1)C2	105.7
COc1cc([C@@H]2NC(=O)NC(C)=C2C(=O)Nc2nc(-c3ccc(Cl)cc3)cs2)ccc1O	100.5
CC(=O)Cc1ccccn1	85.4
Cc1nc2ccccc2c(=O)n1C	111.6
O=C(NCc1cccnc1)Nc1cccc2c(NC(=O)NCc3cccnc3)cccc12	101.1
Clc1ccc(Oc2nc3c(Cl)cccc3s2)cc1Cl	82.9
O=c1c2ccccc2[nH]c(=S)n1-c1cccc(Cl)c1	134.7
COc1ccc(CCN2CCC(Nc3nc4ccccc4n3Cc3ccc(F)cc3)CC2)cc1	-53.5*
CC1CN(C(=O)c2sc3ccccc3c2Cl)CC(C)O1 (configuration not stated)	100.3
C/C(=C(/C)C1CC1CCNS(=O)(=O)c1ccc(C)cc1)c1ccccc1 (configuration not stated)	67.4
N#CCCN=Nc1c(O)[nH]c2ccc(F)cc12	110.2
NC(=O)c1c(NC(=O)c2ccccc2C(F)(F)F)sc2c1CCC(=O)C2	2.0*
O=S1(=O)c2ccccc2NC(c2ccccc2)C1c1ccccc1 (configuration not stated)	97.8
O=C(CN1CCN(c2cc3c(cc2F)c(=O)c(C(=O)O)cn3C2CC2)CC1)N/N=C/c1cccs1	92.0
O=C(N/N=C/c1c[nH]c2ccccc12)c1cc(-c2ccccc2)on1	73.4
COc1cc(/C=N/NC(=S)NNC(=S)Nc2ccccc2)cc(OC)c1OC	94.7
CCOC(=O)c1c(N)c(C#N)cn1-c1cc(OC)c(OC)c(OC)c1	96.1
Fc1cc2[nH]ncc2c2c3c(c(-c4cn[nH]c4C(F)(F)F)nc12)C1CCC3C1 (configuration not stated)	1.6*
CCn1c(CN2CCN(Cc3ccccc3)CC2)nc2cc(NC(=O)c3cccs3)ccc21	-51.2*
O=C1OC(c2ccccc2)=N/C1=C\c1ccccc1	112.8
CCCCC(O)Cn1ncc(C(=O)OCC)c1NC(=O)NCc1ccccc1C(F)(F)F (configuration not stated)	76.3
O=C(Cn1cc(COc2ncnc3sc4c(c23)CCCC4)nn1)Nc1ccccc1F	108.7

Next compounds follow:
SMILES	HL-60(TB)
O=C(NCCCCO)c1cncnc1Nc1ccc(OCc2cccc(F)c2)c(Cl)c1	96.3
CC1(C)CC(=O)C([C@H](c2ccc(Cl)cc2)N2c3ccccc3Sc3ccccc32)C(=O)C1	76.0
O=C(NC1CCCCC1)c1cc(NCc2cc(O)ccc2O)ccc1O	109.2
C=C1C(=O)O[C@H]2[C@H]1CC/C(COC(=O)C(=O)c1cn(C)c3ccc(OC)cc13)=C\CC[C@@]1(C)O[C@@H]21	-38.7*
CCCCCCCCCc1ccc(OC(=O)CC)cc1	106.5
CCc1nc2cc(F)c(/C=C/C(=O)NO)cc2c(=O)n1CCc1ccccc1	0.1*
Cc1[nH]c(C(=O)Nc2ccccc2OCc2cccc(C(=O)NCCN)c2)c(Cl)c1Cl	45.0
CCCCSc1nc(N)nc2nc[nH]c12	95.8
O=C(/C=C/c1cc2ccc1CCCCc1ccc(cc1)CCCC2)c1ccc(NC(=O)c2ccccc2CN2C(=O)c3ccccc3C2=O)cc1	101.5
CCOC(=O)c1ccc(NC(=O)Nc2nc3ccccc3s2)cc1	86.4
Cc1[nH]c(-c2nc3ccccc3[nH]2)c(C)c1C(=O)NCc1ccccc1	110.8
Clc1ccc(-c2nc(-c3c[nH]c4ccccc34)cs2)cc1	71.0
Cc1ccc(Nc2c(C(N)=O)cnc3ccc(C(=O)/C=C/c4ccc(N(C)C)cc4)cc23)cc1	101.5
COc1ccc(-c2nnc(SCC(=O)Nc3ccc(C(=O)/C=C/c4ccc(Cl)cc4)cc3)o2)cc1OC	93.1
NC1=Nc2c(sc(S)c2-c2nc3ccccc3s2)C(=O)OC1	102.0
N#CCNC(=O)c1ccccc1	82.0
O=C(Cn1cnc2c(cc(-c3ccccc3)n2-c2ccncc2)c1=O)Nc1ccc(Cl)cc1	116.7
CCOC(=O)C1=C(c2ccccc2)N=C2SC=C(c3cccc([N+](=O)[O-])c3)N2C1c1ccc(Cl)cc1 (configuration not stated)	88.1
CCC(CO)NC(=O)/C=C/c1cccc(Br)c1 (configuration not stated)	101.9
COc1ccc2c(c1)c(-c1nc(-c3cn(C)c4ncccc34)cs1)cn2C	81.8

Overlap with the part before: four compounds, followed by the next part.
SMILES	HL-60(TB)
O=C(Cn1cnc2c(cc(-c3ccccc3)n2-c2ccncc2)c1=O)Nc1ccc(Cl)cc1	116.7
CCOC(=O)C1=C(c2ccccc2)N=C2SC=C(c3cccc([N+](=O)[O-])c3)N2C1c1ccc(Cl)cc1 (configuration not stated)	88.1
CCC(CO)NC(=O)/C=C/c1cccc(Br)c1 (configuration not stated)	101.9
COc1ccc2c(c1)c(-c1nc(-c3cn(C)c4ncccc34)cs1)cn2C	81.8
CC[C@H](Nc1cc(C)nc(N)n1)c1nc2cccc(NCc3ccc(C(=O)NO)cc3)c2c(=O)n1-c1ccccc1	2.4*
CCOC(=O)/C=C(C)/C=C/C1=C(C)CCCC1(C)C	65.5
COC(=O)/C=C/c1c(C2(C)NC(=O)c3ccccc3N2)c(=O)oc2ccc(Cl)cc12 (configuration not stated)	108.5
NC1=NC(c2c(O)cccc2Br)n2c(nc3ccccc32)N1 (configuration not stated)	127.1
CC1(C)Oc2cc3oc(=O)ccc3cc2C[C@@H]1OCCOS(=O)(=O)C(F)(F)F	103.8
Brc1cscc1Br	90.5
CCOc1cccc(C(Cc2ccccc2)NC)c1 (configuration not stated)	121.4
O=C(O)c1ccc(Oc2ccc([N+](=O)[O-])cc2)c([N+](=O)[O-])c1	114.9
O=C1NC(=O)c2c1c1c3cc(Br)ccc3[nH]c1c1oc3ccc(F)cc3c21	44.6
ClCc1ccc(Oc2ccc(CCl)cc2)cc1	103.0

Some of these compounds in order of heavy-atom count, low to high:
SMILES	HL-60(TB)
ClCc1ccc(Oc2ccc(CCl)cc2)cc1	103.0
CCOC(=O)/C=C(C)/C=C/C1=C(C)CCCC1(C)C	65.5
NC1=NC(c2c(O)cccc2Br)n2c(nc3ccccc32)N1 (configuration not stated)	127.1
CC[C@H](Nc1cc(C)nc(N)n1)c1nc2cccc(NCc3ccc(C(=O)NO)cc3)c2c(=O)n1-c1ccccc1	2.4*

(next part)
SMILES	HL-60(TB)
O=[N+]([O-])c1ccc(F)cc1	90.0
Cc1cc(C(NC(=O)C2CC3(CC(Nc4cccc5c4C(=O)N(C4CCC(=O)NC4=O)C5=O)C3)C2)c2ccc3c(c2)OC(F)(F)O3)c(O)c2ncccc12 (configuration not stated)	-16.4*
Cc1ccc(N/N=C(/C(=O)c2ccc(Cl)cc2)c2nc(C)cc(=O)[nH]2)cc1	108.6
CCCCCCCCCCCCCCCCCCNC(=S)N/N=C/c1c(O)ccc2ccccc12	103.6
Cc1ccc(C(Cc2ccccc2)NCCO)cc1 (configuration not stated)	91.4
O=C1N(Cl)C2C(N1Cl)N(Cl)C(=O)N2Cl (configuration not stated)	103.6
COCOc1ccc(/C=C/C(=O)NC(Cc2ccccc2)C(=O)C(=O)NCc2ccccc2)cc1OCOC (configuration not stated)	82.2
Cc1c(Cc2c(C)n(C)n(-c3ccccc3)c2=O)c(=O)n(-c2ccccc2)n1C	79.9
C=CCn1c(-c2ccc3nc(-c4ccc([N+](=O)[O-])cc4)[nH]c3c2)n[nH]c1=S	102.3
COc1ccc(C2=NNC(c3ccc(Oc4ccc(Cl)cc4)cc3)C2)cc1OC (configuration not stated)	61.4
CC(=O)OCC1C(C)CCC(C)C1COC(C)=O (configuration not stated)	104.2
COc1cc(OC)c(NC(=O)c2ccccc2Cl)cc1Cl	92.8
N=C(N)c1ccc(-c2ccc(-c3ccc(-c4ccc(Cl)c(Cl)c4)s3)s2)cc1	84.2
COc1ccc(/C=C(\C#N)n2nc3cc(F)c(F)cc3n2)cc1	85.7
COc1ccc(-c2ccnc(/N=C(\N)Nc3ccc(S(=O)(=O)Nc4nc(C)cc(C)n4)cc3)n2)cc1	103.4
Cc1cc[c-]cc1.Fc1c[c-]c(-c2ccccn2)c(F)c1.[Pt+2].c1ccc([PH+](c2ccccc2)c2ccccn2)cc1	38.2
Brc1cc(Br)cc(NNc2cc(Br)cc(Br)c2)c1	120.8
CCCC(C)(O)CCC(C)(O)CCC (configuration not stated)	101.7
COc1ccc(NC(=O)CSc2nc3ccc(Cl)cc3c(=O)n2-c2ccccc2C(F)(F)F)c(OC)c1OC	104.6
CCOC(=O)C1(C)CCCC1N (configuration not stated)	98.5
CN(C)CCNC(=O)c1cc2c3ccccc3[nH]c2c2ncccc12	51.2
O=C1CC2CC=CCN2C=C1c1ccc(F)cc1 (configuration not stated)	104.2
Cc1ccccc1-c1noc(Cn2cc(-c3ccccc3)nn2)n1	98.6
O=c1ccccc(-c2ccc(Br)cc2)c1O	-35.9*
O=C(NC(=S)Nc1ccc(NC(=S)NC(=O)c2ccccc2)cc1)c1ccccc1	86.9
O=Cc1ncc(-c2ccc(C(F)(F)F)cc2)c(NC2CCCCCC2)n1	-50.6*[100 µM]
O=c1c2sc3ncc(Br)cc3c2ncn1-c1cccc(Cl)c1	84.5
CCNC(=S)n1nc(-c2cc(OC)c(OC)c(OC)c2)nc1N	104.4
CN1C(=O)N(C)C2C1NN=c1s/c(=C\c3ccsc3)c(=O)n12 (configuration not stated)	5.8*
CCOP(=S)(N/N=C1\CC2CCC1C2)OCC (configuration not stated)	99.9
O=C(OCCBr)c1ccc(Cl)c([N+](=O)[O-])c1	81.7
CCCn1c(NC(=O)c2cccc(C(N)=O)c2)nc2ccccc21	72.8&55.4
CCCCCCCCCCCCCCCCCCNC(=O)[C@H]1CSC(c2ccc(OC)c(F)c2)N1 (some centres not stated)	-60.3*
Cn1c(-c2ccccc2)c(C#N)c(NS(=O)(=O)c2ccc(N)cc2)c1-c1ccccc1	85.1
CC(=O)N[N+](C)(C)C	119.0
COc1ccc(CNC(=O)C(O)C(Cc2ccccc2)N(Cc2ccccc2)Cc2ccccc2)cc1OC (configuration not stated)	83.0
COc1ccc(/C=C/C(=O)c2ccc3cc(OC)c(OC)cc3c2)cc1OC	44.7
O=C(CCCl)Oc1ccc(Br)cc1	96.1
Cn1c(NCCO)nc(-c2cccc([N+](=O)[O-])c2)c(C#N)c1=O	110.2

Some of the entries so far, with each value named:
CCCn1c(NC(=O)c2cccc(C(N)=O)c2)nc2ccccc21
  HL-60(TB): 72.8&55.4

CCCCCCCCCCCCCCCCCCNC(=O)[C@H]1CSC(c2ccc(OC)c(F)c2)N1 (some centres not stated)
  HL-60(TB): -60.3*

Cn1c(-c2ccccc2)c(C#N)c(NS(=O)(=O)c2ccc(N)cc2)c1-c1ccccc1
  HL-60(TB): 85.1

CC(=O)N[N+](C)(C)C
  HL-60(TB): 119.0

Source: PubChem (NCI)
